# Screening data from PubChem.
# A-T KAP1 phos: potential ataxia-telangiectasia treatments restoring KAP-1 phosphorylation; […] A-T fibroblasts, KAP-1 phosphorylation AlphaLISA; neocarzinostatin DNA damage 30 min before lysis; Potency, µM (series often up to 57.5 µM), for inactives: at the top dose activation, actives largely listed as activators; hit rate 0.19% among 320,000; AID 485349; note: potency is the fitted concentration of half-maximal effect; % of control where 0% means no effect; nearly all actives have a fitted effect of over 45% in size
#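 ATM-like activity read as KAP-1 phosphorylation via AlphaLISA donor/acceptor antibody pairs after lysis and 6 hr at 25C. Cells were ATM-null patient fibroblasts ([…], hTERT), dosed 60 min, then exposed to the DSB inducer NCS for 30 min.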
# ELG1 repair inh: inhibitors of ELG1-dependent DNA repair in HEK293T cells; Potency, µM (top dose mostly 46.1 µM), inactives show at the top dose activity change, negative = inhibition, usual class: inhibitors; AID 504467; hit rate 2.3% among 330,000; HEK293T ELG1-luciferase reporter, luminescence, 16 h; DNA damage induced by 5-fluorouridine; note: potency is the fitted concentration of half-maximal effect; % is set by controls: 0 for no effect and ±100 for the full control effect; nearly all actives have a fitted effect of over 55% in size
#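 In this reporter screen, reduction of luminescence relative to DMSO vehicle indicated activity. Compounds and 5-fluorouridine were added together to 2,000 cells per well, incubated for 16 hr at 37 °C, then developed with ONE-Glo.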
# Eya2 phos inh: blocks the phosphatase activity of human Eya2; AID 488837; recombinant Eya2, OMFP fluorescence dephosphorylation (OMFP is methylfluorescein phosphate); Potency, µM (highest dose often 76.9 µM), for the others: top-dose activity, negative = inhibition, hits mostly inhibitors; O00167; hit rate 0.006% among 330,000; note: potency is the fitted concentration of half-maximal effect; % is set by controls: 0 for no effect and ±100 for the full control effect
#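 Eya2 protein (added as 0.2 uM solution) was preincubated with compound for 10 min at ambient temperature in 50 mM HEPES pH 7.5, 50 mM NaCl, 5 uM MgCl2, 0.05% BSA, 1 mM DTT. OMFP (added at 50 uM) then reacted 10 min; fluorescence read at 485/525 nm.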
# S-ASM inh: blocks human secretory acid sphingomyelinase | placental ASM, HMU-PC fluorogenic substrate, 60 min | AID 504937 | hit rate 0.006% among 340,000 | Potency, µM (top dose mostly 57.5 µM), without a hit: top-dose activity change, negative = inhibition, actives largely listed as inhibitors | P17405; note: potency is the fitted concentration of half-maximal effect
# Target sequence (P17405 47-631 limits assumed): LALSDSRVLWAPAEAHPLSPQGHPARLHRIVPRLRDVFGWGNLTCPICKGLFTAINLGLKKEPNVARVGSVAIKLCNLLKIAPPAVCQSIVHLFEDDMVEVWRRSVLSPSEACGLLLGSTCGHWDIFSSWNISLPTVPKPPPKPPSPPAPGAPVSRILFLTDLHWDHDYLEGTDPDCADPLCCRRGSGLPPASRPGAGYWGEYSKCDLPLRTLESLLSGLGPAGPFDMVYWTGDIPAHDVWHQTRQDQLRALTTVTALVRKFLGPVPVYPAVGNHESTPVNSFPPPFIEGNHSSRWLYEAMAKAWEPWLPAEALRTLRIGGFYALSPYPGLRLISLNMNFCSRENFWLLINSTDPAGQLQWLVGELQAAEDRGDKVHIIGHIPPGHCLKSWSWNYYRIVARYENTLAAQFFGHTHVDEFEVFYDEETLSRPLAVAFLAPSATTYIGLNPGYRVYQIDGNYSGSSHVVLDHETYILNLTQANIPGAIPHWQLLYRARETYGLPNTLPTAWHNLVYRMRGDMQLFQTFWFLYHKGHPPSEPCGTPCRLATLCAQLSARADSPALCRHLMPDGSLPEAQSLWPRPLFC
#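 HMU-PC0 cleavage (9 uM final) by human placental ASM, 60 min at 37 °C following 10 min compound exposure at RT; stopped at pH 10, fluorescence Ex 386/Em 447 nm.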
# TSG101-PTAP inh: blocks PTAP/TSG101 interaction to inhibit HIV-1 budding; Fluorescence polarization, FITC-PTAP peptide / Tsg101 binding; 340,000 tested, under 10 active; Q99816; Potency, µM (highest dose often 115 µM), for the others: at the highest dose activity change, negative = inhibition, hits mostly inhibitors; active = well fitted inhibition curve with a large enough effect in the main read-out, with a control signal flat, not every such curve was filed as active; inconclusive = small, poorly fitted or top-dose-only effect, or effect the other way, or a change in a side signal; inactive = no such curve, though single readings can be large or run the other way; note: potency is the fitted concentration of half-maximal effect; % of control where 0% means no effect
# Target sequence (Q99816 whole entry, looked up): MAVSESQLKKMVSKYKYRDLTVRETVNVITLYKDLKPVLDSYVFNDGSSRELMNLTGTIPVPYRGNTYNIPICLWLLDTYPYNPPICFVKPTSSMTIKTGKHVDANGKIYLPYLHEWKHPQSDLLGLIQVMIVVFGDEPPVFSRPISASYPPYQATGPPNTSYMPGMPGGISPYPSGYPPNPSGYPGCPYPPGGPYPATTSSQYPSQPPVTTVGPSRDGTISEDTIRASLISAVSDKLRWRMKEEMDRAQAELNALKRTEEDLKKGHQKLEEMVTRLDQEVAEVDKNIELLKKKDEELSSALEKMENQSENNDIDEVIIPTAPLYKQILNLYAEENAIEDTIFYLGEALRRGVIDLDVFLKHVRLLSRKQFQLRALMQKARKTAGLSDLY
#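 Tsg101 binding domain (10 uM final) was mixed with compound and a FITC-labeled PTAP peptide (50 nM final) in HEPES pH 7.5 buffer with NaCl, Tween 20, EDTA and TCEP; fluorescence polarization was read after 20 min at r.t.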
# BCR signal inh: inhibitors of chronic active B-cell receptor signaling | ABC-DLBCL IkBa-CBG/CBR reporter, luminescence ratio, 4 h | Potency, µM (top dose mostly 46.1 µM), without a hit: at the top dose ratio change, negative = lower green/red ratio, usual class: inhibitors | hit rate 0.05% among 340,000; active = well fitted inhibition curve with a large enough effect in the signal ratio, with a control signal flat, not every such curve was filed as active; inconclusive = small, poorly fitted or top-dose-only effect, or effect the other way, or a change in a side signal; the % refers to the signal ratio;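 note: potency is the fitted concentration of half-maximal effect; plate controls were basal doxycycline-induced cells for no effect and cells given 10 µM MG132 for full effect; MG132 reads +100%, hits lower the ratio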
#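 TMD8 ABC-DLBCL cells carrying doxycycline-inducible green luciferase fused to IkappaBalpha plus unfused red luciferase were exposed to compounds (up to 46 uM) for 4 hrs at 37C. Activity came from the overlap-corrected green/red luminescence ratio.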
# TSHR antag: human thyrotropin receptor antagonism; P16473; TSHR-expressing cells, TSH-stimulated cAMP HTRF, 2 h; active compounds read low; activity change, negative = inhibition, % at 11.5 µM; hit rate 0.2% among 330,000; AID 504810;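 active = activity change below a set negative limit, meaning inhibition stronger than a set level, cut at about -70% in these data; inconclusive = activity change between two set negative limits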; note: % is set by controls: 0 for no effect and ±100 for the full control effect
#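 TSHR-expressing cells were treated with compounds, then stimulated with TSH at EC80 (4nM final) for 2 hours at 37 deg C. Cellular cAMP was measured by HTRF competition between lysate cAMP and cAMP-d2 for a cryptate-labelled anti-cAMP antibody.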
# Mito fusion yeast: mitochondrial division inhibition or fusion activation; S. cerevisiae fusion-defective mutant growth rescue, CellTiterGlo 48 h; Potency, µM (series often up to 46.1 µM), for inactives: at the highest dose growth rescue (activation), most hits filed as activators; hit rate 0.23% among 320,000;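 note: potency is the fitted concentration of half-maximal effect; % of control where 0% means no effect; nearly all actives have a fitted effect of over 45% in size; temperature-sensitive fusion mutants such as fzo1-1 at 37 °C on non-fermentable ethanol glycerol medium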
#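 Growth-rescue viability read-out: after 48 h at the non-permissive 37C in glycerol/ethanol YPEG, yeast mitochondrial fusion mutants are measured by CellTiterGlo luminescence; compounds (23 nl pinned per well) restoring growth score as division inhibitors or fusion activators.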
# Tb PFK block: blocks T. brucei phosphofructokinase. hit rate 0.17% among 330,000. T. brucei PFK, ADP-Glo luminescence. Potency, µM (highest dose often 57.5 µM), for the others: at the highest dose activity, negative = inhibition, usual class: inhibitors. AID 485367;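 note: potency is the fitted concentration of half-maximal effect; 0% = uninhibited 1x PFK enzyme wells and -100% = no-enzyme wells; nearly all actives have a fitted effect of over 60% in size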
#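 In TEA buffer at pH 8.0 with 5 mM MgCl2, enzyme (1.25 nM) converted F6P (0.5 mM) and ATP (0.1 mM) for 45 min at room temperature. ADP product was read by luciferase luminescence.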
# a7 integrin act: integrin-mediated muscular dystrophy alleviation activation; hit rate 0.064% among 350,000; Potency, µM (highest dose often 38.3 µM), inactives show at the top dose activation, usual class: activators; alpha7betagal myoblasts, beta-gal FDG fluorescence, 48 h;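 note: potency is the fitted concentration of half-maximal effect; 100% = response of the positive control SU9516; nearly all actives have a fitted effect of over 60% in size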
#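 Alpha7betagal+/- myoblasts (passage 13) were plated 16-24 hr, then exposed to compounds (1:260 dilution of DMSO stock) for 48 hours at 37C. After MPER lysis, β-galactosidase reporter activity was read as FDG fluorescence (ex 480/em 540) after 30 minutes.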
# TCR activator: activators of T cell receptors. primary human leukocytes, anti-CD3, IL-2 HTRF, 48 h. Potency, µM (titrated, usually from 9.22 µM), for the others: at the top dose activation of IL-2 secretion, actives largely listed as activators. 330,000 tested, under 10 active. AID 504894; note: % of control where 0% means no effect
#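 Readout: HTRF IL-2, Eu-cryptate/d2 antibody pair, 320nm excitation, 665nm emission. Stimulus: a-CD3 beads, no co-stimulation. Cells: primary human leukocytes. Exposure: 48 hr with compound.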
# The depositor's hits bear a star; ? = inconclusive; . = no result given; [ ] = dose if it differs, or a comment. Unless noted, calls come from the whole dose curve; as a rule, active = well fitted curve in the direction sought with a large enough effect; inconclusive = small, poorly fitted or top-dose-only effect, or another doubt; inactive = no such curve, though single readings can be large; an effect the other way counts as inactive or inconclusive.
SMILES,A-T KAP1 phos,ELG1 repair inh,Eya2 phos inh,S-ASM inh,TSG101-PTAP inh,BCR signal inh,TSHR antag,Mito fusion yeast,Tb PFK block,a7 integrin act,TCR activator
CCCCn1c(SCC(=O)N(CC)C2CCS(=O)(=O)C2)nnc1C(CC)N(C)C (centres undefined),-8%,-7%,-3%,1%,-6%,0%,-20,-2%,0%,24%,-2%
CC(C)NC(C(=O)Nc1cc(Cl)cc(Cl)c1)c1ccccc1 (centres undefined),1%,-1%,-3%,-1%,-4%,?,-8,-2%,1%,-25%,0%
COCCNC(=O)C(=O)NNC(=O)CCc1ccccc1,-3%,2%,6%,0%,-1%,0%,-8,0%,-3%,-21%,-3%
CSc1cccc(NC(=S)NC(=O)CCc2ccccc2)c1,4%,?,-2%,-1%,-2%,?,-14,-9%,3%,18%,-1%
O=C(COC(=O)c1cccc(C(F)(F)F)c1)NC(=O)NC1CCCC1,-23%,?,-30%,-3%,2%,-15%,.,.,-10%,-13%,-7%
COc1cccc(CN(CC(=O)NC2CCCC2)C(=O)Cn2nnc(-c3cccs3)n2)c1,10%,8%,-38%,2%,-7%,-2%,2,2%,3%,-18%,9%
O=C(Nc1cccc(C(=O)O)c1)/C(=C\c1ccc2c(c1)OCO2)NC(=O)c1ccc(Br)cc1,7%,14%,-12%,-3%,0%,11%,5,-3%,3%,-1%,-3%
Cc1ccc(-n2ncc3c(N4CCN(c5ccc(F)cc5)CC4)ncnc32)c(C)c1,9%,?,-2%,6%,0%,0%,-14,5%,2%,10%,-6%
COc1ccc(-c2csc(NC(=O)CCN3C(=O)C4CC=CCC4C3=O)n2)cc1OC (centres undefined),-16%,?,33%,-1%,-1%,?,-10,-2%,7%,7%,-4%
CCN(CC)c1ccc(/C=N/N2CCN(Cc3ccccc3Cl)CC2)c(O)c1,-6%,-2%,2%,-1%,-7%,-8%,12,3%,0%,7%,2%
CN1CCN(C2=C(Cl)C(=O)N(Cc3ccccc3)C2=O)CC1,7%,-14%,-6%,-4%,-5%,-10%,5,-7%,-4%,-52%[inhibitor],3%
CCCCCOC(=O)Cn1c(N2CCCCCC2)nc2c1c(=O)[nH]c(=O)n2C,-1%,-17%,7%,-1%,-3%,-1%,-6,10%,1%,-16%,1%
C=CCn1c(COc2ccc(F)cc2)nnc1SC(C)C(=O)NCC1CCCO1 (centres undefined),3%,-14%,0%,3%,-4%,3%,2,-8%,0%,24%,1%
Cc1[nH]ccc(=O)c1OCc1c(F)cccc1Cl,-7%,15%,-4%,-1%,0%,2%,13,-4%,1%,-16%,-3%
COc1ccc(Cn2c(=S)[nH]c3cc(C(=O)N4CCN(c5ccccc5)CC4)ccc3c2=O)cc1,-6%,-13%,-7%,-3%,0%,-20%,-2,-4%,0%,?,-3%
O=C(c1ccc([N+](=O)[O-])o1)N1CCN(c2nc3c(Cl)cccc3s2)CC1,10%,?,14%,-7%,0%,-2%,-24,24%,1%,-27%,-3%
CCOc1ccc(NC(=O)CN2C(=O)CCSc3ccc(S(=O)(=O)N4CCCC4)cc32)cc1,-3%,-8%,-4%,-3%,-1%,-6%,7,-5%,0%,12%,1%
CN1/C(=C\C(=O)C[n+]2cccc(C(N)=O)c2)C(C)(C)c2ccccc21,2%,-6%,-2%,-9%,1%,7%,11,7%,2%,33%,0%
CCc1cccc(NC(=O)Cn2c(=O)c3cccn3c3ccccc32)c1,-1%,24%,-3%,-4%,-4%,-11%,17,0%,2%,0%,-1%
CCCN(CC(=O)Nc1ccccc1C)C(=O)C1CC(=O)N(c2ccc(C)cc2)C1 (centres undefined),-8%,-5%,2%,3%,1%,4%,4,-4%,-3%,-15%,-4%
O=C(CNS(=O)(=O)c1ccc2ccccc2c1)OCC(=O)c1ccc(Br)s1,4%,?,5%,1%,0%,-29%,18,?,5%,-4%,4%
CCCc1cc(=O)[nH]c(SCC(=O)Nc2ccc(C)cc2)n1,4%,-6%,-4%,4%,0%,0%,-7,2%,1%,-20%,-5%
COc1ccc(OC)c(C(=O)CSc2nc3ccccc3n2CC(=O)NC(C)(C)C)c1,8%,-8%,20%,-3%,-2%,-39%,-5,-1%,3%,-10%,-3%
Nc1ccc(C(=O)N/N=C/c2cn(Cc3ccccc3F)c3ccccc23)cc1,1%,0%,-13%,-4%,-4%,?,4,-3%,-11%,0%,-1%
CSc1ccc(CCNC(=O)CN2C(=O)CCSc3ccccc32)cc1,-11%,-3%,-10%,4%,-4%,-1%,-11,-8%,-1%,14%,0%
CC1(C)CC(=O)C(CCC(=O)c2ccccc2)C(C)(C)N1 (centres undefined),4%,0%,2%,6%,-1%,-3%,5,3%,1%,25%[7.66 µM],-5%
Cc1nnc(SCCN2C(=O)c3ccccc3C2=O)[nH]c1=O,-2%,-3%,3%,2%,-5%,-2%,-1,3%,-4%,5%,-6%
O=C(CCc1nc2ccccc2s1)c1ccccc1,11%,?,-1%,-1%,0%,1%,2,6%,3%,22%,-3%[46.1 µM]
O=C1C=C(c2cccc(CO)c2)C[C@@H](c2ccc(Cl)cc2)C1,-9%,-15%,-1%,-6%,1%,9%,6,?,-3%,21%,-2%
C=CCn1c(C)c(C(C)=O)c(N2CCOCC2)nc1=S,-1%,4%,-26%,2%,-6%,?,7,-1%,0%,-7%,3%
CCc1ccc(NS(=O)(=O)c2ccc(OC)c(C)c2)cc1,-13%,-2%,-20%,-1%,-6%,11%,0,?,4%,-2%,5%
CCCN1C(=O)N(c2cccc(C)c2)C(C)(O)CC1(C)C (centres undefined),12%,-25%,7%,-1%,-3%,3%,10,1%,-4%,-5%,-1%
COc1ccc(NC(=S)N2CCC(C(O)(c3ccccc3)c3ccccc3)CC2)cc1,1%,-27%,5%,-5%,-6%,-1%,0,8%,2%,27%,1%[46.1 µM]
COc1ccc(/C(C)=N/Nc2nc3ccccc3n3cnnc23)cc1OC,3%,?,13%,7%,-9%,9%,-7,3%,-1%,?,-4%
COc1ccc(NC(=S)NNC(=O)c2cccnc2)cc1OC,2%,15%,13%,0%,-1%,-15%,3,-2%,2%,1%,2%
COc1ccc(C(=O)N/C(=C/c2cccnc2)C(=O)NCc2ccco2)cc1OC,0%,0%,4%,10%,-1%,-9%,2,1%,1%,8%,10%
CCOC(=O)C1(CC2CCCCO2)CCN(C(=O)NCc2ccccc2)CC1 (centres undefined),5%,-3%,2%,-1%,-3%,-1%,-3,-4%,-7%,16%,-9%
COc1ccc(/C=N/NC(=O)c2cc(C)n(-c3ccccc3)c2C)cc1OC,-7%,-12%,17%,-6%,2%,-15%,-5,8%,-5%,3%,0%
CCCCCCCNC(=O)CN1N=C(c2ccc(C)cc2)CCC1=O,-7%,8%,-9%,-10%,-6%,?,-6,0%,-9%,25%,1%
CC(=O)Oc1ccc(C(=O)[C@H]2[C@H]3C(=O)N(c4ccc(C)cc4)C(=O)[C@H]3[C@@H]3C=CC=NN32)cc1,-16%,?,5%,-2%,1%,1%,-13,-1%,6%,7%,0%[46.1 µM]
CC(C)c1nc2sc3c(=O)n(N)cnc3c2c2c1COC(C)(C)C2,1%,7%,-5%,13%,-6%,-7%,-1,-5%,6%,-12%,-8%[46.1 µM]
Cc1ccc(NC2Sc3ccccc3NC2=O)cc1 (centres undefined),8%,?,-4%,-1%,-3%,?,-10,10%,?,-19%,-3%
COc1cccc(NC(=O)CN(C)C(=O)Cc2ccc3c(c2)OCCO3)c1,-2%,10%,4%,2%,-3%,-6%,9,-6%,0%,-19%,1%
